# NPYLR7 agonist = agonists of mosquito NPYLR7 receptor, primary screen, cell-based, Aedes aegypti, calcium fluorescence, mosquito biting behavior; Aedes aegypti neuropeptide Y-like receptor 7 (NPYLR7); HEK293T NPYLR7/Galpha15, GCaMP6s calcium fluorescence; activation, % at 10 µM; hit rate 0.15% among 270,000; AID 1259423, 2018; in the data active = activation above about 40%;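 note: 0% = vehicle and 100% = reference agonist at the receptor; some compounds past the cut are filed as inactive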
# mcGAS lum = cyclic GMP-AMP synthase inhibitors, mouse, primary biochemical chemiluminescence. recombinant cGAS, Kinase-Glo ATP depletion luminescence. inhibition, % at 12.5 µM. hit rate 0.15% among 160,000;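 note: 0% = negative control wells and 100% = reference inhibitor with no enzyme activity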
# hcGAS inh = Primary biochemical luminescence assay for human cyclic GMP-AMP synthase inhibitors; Q8N884; recombinant h-cGAS, ATP depletion, Kinase-Glo luminescence; inhibition, % at 12.5 µM; hit rate 0.081% among 290,000; AID 1259398, 2018;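 note: 0% = vehicle reaction and 100% = reaction without DNA for no activity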
# Target sequence (Q8N884 whole entry, looked up): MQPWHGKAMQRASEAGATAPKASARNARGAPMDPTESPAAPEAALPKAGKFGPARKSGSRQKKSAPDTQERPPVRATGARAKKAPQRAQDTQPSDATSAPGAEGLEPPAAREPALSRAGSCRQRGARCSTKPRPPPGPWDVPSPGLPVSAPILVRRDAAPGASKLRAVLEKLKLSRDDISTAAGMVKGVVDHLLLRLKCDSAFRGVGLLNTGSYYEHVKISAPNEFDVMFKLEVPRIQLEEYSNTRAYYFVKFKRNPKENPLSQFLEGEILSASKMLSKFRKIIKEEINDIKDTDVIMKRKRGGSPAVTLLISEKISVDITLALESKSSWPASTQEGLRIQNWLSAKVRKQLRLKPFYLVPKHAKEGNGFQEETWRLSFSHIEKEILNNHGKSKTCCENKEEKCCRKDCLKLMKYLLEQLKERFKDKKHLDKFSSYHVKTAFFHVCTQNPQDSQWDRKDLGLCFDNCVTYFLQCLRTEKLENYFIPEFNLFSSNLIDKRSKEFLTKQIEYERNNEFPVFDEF
# * marks the source's active call; other numbers are inactive results; . = no result given; & = joins results of further samples. Cut-off read from the data, not from the text of the source, unless noted: active = inhibition above about 40%; inactive = the rest.
SMILES,NPYLR7 agonist,mcGAS lum,hcGAS inh
N#Cc1ccc[nH]c1=S,-0.2,.,-3.9
Cc1ccc(C)c(NS(=O)(=O)c2c(C)noc2C)c1,12.7,.,-7.8
CC(C)N(C)c1onc(-c2ccccc2)c1CN(CCN1CCOCC1)CC(O)Cc1ccccc1 (stereo not given),14.2,-6.2,-5.3
Cc1ccc(NC(=O)CSc2nc(=O)n(CCCN3CCOCC3)c3c2CCCC3)cc1F,-3.7,-6.6,-8.0
CC(=O)NCCC1CN(Cc2cc(Cl)cc(Cl)c2)CCO1 (stereo not given),1.2,.,1.8
COCC(=O)NCC1CN(c2ccccc2)C(=O)O1 (stereo not given),3.0,.,-1.2
CC1(C)CC(=O)C=C(Nc2nn[nH]n2)C1,-1.3,.,-3.4
CC(=O)Nc1ccc(Cl)c(C(=O)NCCOc2ccccc2)c1,-2.8,-15.8,-5.0
COc1csc(C(=O)N2CCN(c3cccc(C)n3)CC2C)c1 (stereo not given),7.2,.,-13.4
CN1CCN(n2c3c(c(SCC(=O)Nc4cccc([N+](=O)[O-])c4)nc2=O)CCC3)CC1,-5.8,-5.0,-4.3
Cc1ccc(CN(Cc2ccc(F)cc2)CC(O)COCc2ccco2)s1 (stereo not given),3.3,-4.1,-6.9
Cc1ccn2cc(CNS(=O)(=O)/C=C/c3ccc(Cl)cc3)nc2c1,20.4,.,-5.3
COc1ccccc1CN(Cc1ccco1)CC(O)COCc1ccco1 (stereo not given),12.1,-4.3,-3.5
Nc1cccc2c([N+](=O)[O-])cccc12,4.8,-4.1,-5.9
O=C(NCCC1CCCO1)Nc1cccc(COCC2CCCCO2)c1 (stereo not given),0.1,.,-9.1
O=C(Nc1ccccc1Cn1cncn1)C1CCN(C2CCCCC2)C1 (stereo not given),-0.3,.,-8.9
CCCNC(=O)CN1CCN(c2nc3c(Cl)c(C)nn3c3ccccc23)CC1,6.9,-14.6,-7.8
COC(=O)CC1CN(C(C)C(=O)NC(C)(C)C)CCO1 (stereo not given),3.1,.,-7.1
CCCN(Cc1ccsc1)Cc1ccc(C(O)(c2ccccc2)c2ccccc2)o1,7.7,-5.4,-8.4
CC(Sc1nnc(-c2ccccc2)n1-c1ccccc1)C(=O)NC1CC1 (stereo not given),3.7,-1.5,-13.9
CC(C)NC(=O)N(Cc1nccn1Cc1cccc(Cl)c1)CC1CC1,2.5,-4.9,-4.8
Cc1cc(OC(=O)C(C)C)c([N+](=O)[O-])c(=O)[nH]1,4.4,-7.2,-6.1
CS(=O)(=O)Cc1ccc(C(=O)NCCCNc2ccccn2)cc1,9.7,.,-6.7
COc1ccc(S(=O)(=O)NCCn2nc(-c3ccncc3)ccc2=O)cc1F,-8.8,.,-2.0
CC(=O)Nc1ccc(SCC(=O)N2CCN(C(=O)c3cccs3)CC2)cc1,5.5,.,-8.7
Cc1ccc(C)n1-n1c(C)nc2sc3c(c2c1=O)CCC(C)C3 (stereo not given),-2.7,.,-7.1
NC(=O)CCSc1nc2ccccc2c(=O)n1CCCc1ccccc1,0.3,-0.8,-4.7
Cc1cc(NS(=O)(=O)c2ccc(Br)s2)no1,6.0,.,11.9
COc1cc(CC(=O)N2CCOC(COCc3c(Cl)cccc3Cl)C2)cc(OC)c1 (stereo not given),22.6,.,-5.1
CNc1nc(-c2ccnc3c2ccn3C)nc2c1CCC2,.,-7.2,3.4
Cc1cnc(C)c(N2CCN(Cc3nc(-c4ccccc4)no3)CC2)n1,3.6,.,-4.9
Cc1ccnc(CC(C)N(C)C(=O)c2cnn3c2CCCC3)c1 (stereo not given),-3.6,.,-2.8
CSC(N)=Nc1ccccc1,-0.2,-3.3,-1.3
CCOC(=O)c1c(-c2ccc(C)cc2)csc1N=Cc1nc(-c2ccccc2)oc1O,2.9,-7.3,-6.6
CCOc1ccc(Br)cc1S(=O)(=O)N1CCN=C1C,-1.7,.,-1.7
NC(=O)c1nc(-c2cccc(F)c2)nc2c1[nH]c(=O)n2-c1ccc2c(c1)OCO2,-7.1,-5.5,-4.5
O=C(CN1CCCCC1=O)Nc1ncc(Cl)s1,-1.1,.,-5.4
COc1ccccc1OCc1cc(C(=O)NCCF)n[nH]1,2.4,.,-1.6
Nc1nc2cc(C(F)(F)F)ccc2n1Cc1ccco1,4.7,.,-7.1
O=C(NCC(c1cccnc1)N1CCOCC1)c1n[nH]c2c1CCCC2 (stereo not given),0.0,.,-2.4
CCCNC(=O)NCC1CCCN(Cc2ccco2)C1 (stereo not given),1.1,.,-4.1
Cc1ccc2c(c1)c1c3n2CCNC3CCC1 (stereo not given),8.5,.,-4.7
CCn1c2ccccc2c2n[nH]c(=S)nc21,-3.4,.,2.1
CCCN1C(=O)C(c2c(CC)[nH]n(-c3ccc(Cl)cc3)c2=O)=C([n+]2cc(C)cc(C)c2)C1=O,-4.8,-11.2,-11.6
COc1ccccc1N1CCN(N=Cc2ccc(Cl)c([N+](=O)[O-])c2)CC1,-4.3,-6.0,-8.3
COc1cc(OC)cc(C(=O)Nc2nnc(-c3ccc(Br)s3)o2)c1,-7.4,.,-3.0
O=C(NCc1cccnc1-n1ccnc1)c1cnc(Nc2ccccc2)nc1,.,-14.3,1.8
CCc1nc2n(n1)C(=O)C(C(c1ccco1)N1CCC(C)CC1)S2 (stereo not given),-2.4,-9.2,-11.3
CC(NC(=O)c1ccc(N(C)C)nc1)c1ccc(F)cc1 (stereo not given),-13.0,.,-10.7
C[C@@]1(O)CCN(CCn2c(=O)oc3ccccc32)C[C@@H]1Cc1ccccc1,12.7,-9.9,-3.8
CN(C)C(=O)c1cccc(NS(=O)(=O)c2ccc(Cl)s2)n1,-17.4,.,-8.5
CCn1ncc(C(=O)NC2CC(C)(C)Oc3cc(OC)ccc32)c1C (stereo not given),0.3,-9.4,-5.8
Cc1ccc(NC(=O)C(C)N2CCCC(C(F)(F)F)C2)cc1 (stereo not given),3.5,.,-1.1
CC(C)CN(C(=S)NCCc1ccccc1)C1CCS(=O)(=O)C1 (stereo not given),5.3,.,-3.8
O=C(NCCOc1cc(N2CCCC2)ncn1)c1ccccc1C(F)(F)F,-0.8,.,-2.3
Cc1nc(C(F)(F)F)ccc1C(=O)N1CCC1(C)C(=O)NS(=O)(=O)c1cccc(Cl)c1 (stereo not given),-2.7,.,-9.7
CCOC(=O)c1cnc(-c2ccc(C(F)(F)F)cc2)nc1N(C)CCc1ccccc1,-2.6,-5.5,-5.6
Cc1ccc(CNC(=O)Cn2cnc3c(nnn3C)c2=O)cc1,1.3,.,5.1
CSC1(CNC(=O)NCc2cc3ccccc3[nH]2)CCOCC1,10.0,-14.0,-7.6
CCN1C(=O)NC(c2ccc(C)cc2C)C2=C1CN(C(CC(C)C)C(=O)NCc1ccc(F)cc1)C2=O (stereo not given),-0.2,-6.2,-8.1

# Entries of single compounds as entered above. Order of screens: NPYLR7 agonist | mcGAS lum | hcGAS inh
# Listed for `COc1cc(OC)cc(C(=O)Nc2nnc(-c3ccc(Br)s3)o2)c1` : -7.4 | . | -3.0
# Listed for `CCn1ncc(C(=O)NC2CC(C)(C)Oc3cc(OC)ccc32)c1C` (stereo not given) : 0.3 | -9.4 | -5.8
# Listed for `CN(C)C(=O)c1cccc(NS(=O)(=O)c2ccc(Cl)s2)n1` : -17.4 | . | -8.5

# The list goes on:
SMILES,NPYLR7 agonist,mcGAS lum,hcGAS inh
Cn1cc(CNC(c2ccccc2F)C2CCCC2)cn1 (stereo not given),14.5&12.6,-7.1,-3.8&-6.0
COc1cc(C=C2SC(=O)N(CCNC(=O)CC(C)C)C2=O)cc(OC)c1OC,-0.2,-6.2,-5.5
CC(=O)N1CCC(N(CC2CCN(C3CCCC3)CC2)CC2CCCO2)CC1 (stereo not given),-2.1,.,1.5
CC(C)C(C(=O)O)N1C(=O)c2c(Cl)c(Cl)c(Cl)c(Cl)c2C1=O (stereo not given),-2.0,.,-1.2
Cc1cccc(NC(=O)Nc2ccc(N3CCc4ccccc4C3)c(C(=O)NC3CC3)c2)c1C,21.8,-4.8,-4.9
COc1ccc(NC(=O)CCC2CCN(C(=O)C(OC)c3ccccc3)CC2)c(OC)c1 (stereo not given),6.9,.,-2.3
CCOC(=O)N1CCN(C(=O)CSc2ncnc3c2nnn3Cc2ccccc2)CC1,0.0,14.5,5.5
CC(C)c1cc(=O)[nH]c(-n2nc(-c3cccs3)cc2NC(=O)c2ccc(F)cc2)n1,7.2,.,0.1
CNc1snc(C)c1C(=O)N1CCN(Cc2cccs2)CC1,6.0,-7.2,-6.4
O=C(O)c1cccc(-c2ccccc2)c1O,0.1,-2.8,5.6
CN(Cc1nc(Cc2ccccc2Cl)no1)C1CCCCC1,1.0&-3.5,-1.6,-1.2&-2.8
c1ccc(-n2nnnc2N2CCc3nnc(C4CCCO4)n3CC2)cc1 (stereo not given),18.4,-16.6,1.5
O=C(O)CCN(CCCN1CCOCC1)c1nc(-c2cccc(Br)c2)nc2ccccc12,-0.2,.,1.7
CC(C)(C)n1nc2c(c1NC(=O)COc1ccc(Cl)cc1)CSC2,-0.1,-0.6,-1.5
CN1C[C@@H](N)C[C@H]1C(=O)NCCSc1cn[nH]n1,7.3,-11.6,-9.4

# Five records picked at random from the list so far, as already listed:
SMILES,NPYLR7 agonist,mcGAS lum,hcGAS inh
Cc1ccc(CNC(=O)Cn2cnc3c(nnn3C)c2=O)cc1,1.3,.,5.1
NC(=O)CCSc1nc2ccccc2c(=O)n1CCCc1ccccc1,0.3,-0.8,-4.7
Cc1cc(OC(=O)C(C)C)c([N+](=O)[O-])c(=O)[nH]1,4.4,-7.2,-6.1
COc1ccccc1CN(Cc1ccco1)CC(O)COCc1ccco1 (stereo not given),12.1,-4.3,-3.5
COc1cc(OC)cc(C(=O)Nc2nnc(-c3ccc(Br)s3)o2)c1,-7.4,.,-3.0

# The list continues:
SMILES,NPYLR7 agonist,mcGAS lum,hcGAS inh
Cc1c(C)c(C(=O)N(C)Cc2ccccc2)n(Cc2cccc(C(F)(F)F)c2)c1C,.,-7.8,-3.1
CC(C)CNC(=O)c1ccc2c(c1)S(=O)(=O)N=C1CCCCCN12,3.4,.,-12.7
Cc1nc2scc(C)n2c(=O)c1NC(=O)COc1ccccc1,12.3,-8.0,-12.5
CC(C)(C)c1ccc2c(c1)CC(CNC(=O)c1cccnc1Cl)O2 (stereo not given),8.5,.,-1.7
CCOC(=O)c1ccc(Nc2nnc(-c3cc4cccc(OCC)c4oc3=O)s2)cc1,-11.4,-4.9,-4.7
CCC(c1cccnc1)N(C)C(=O)c1ccc2c(c1)N(C)C(=O)CO2 (stereo not given),-0.4,.,2.3
CC(C)=NOC(C)C(=O)N1CCc2ncn3nc(C)nc3c2C1 (stereo not given),0.6,-3.9,-3.4
Cc1cc(C)nc(SC(C)c2n[nH]c(Cc3ccccc3)n2)n1 (stereo not given),19.5,.,-3.9
C=C(C)Cn1c(SCC(=O)N/N=C\c2ccccc2[N+](=O)[O-])nnc1-c1ccc(Br)cc1,-8.4,.,5.0
COCCN1Cc2cc(OC)ccc2N([C@@H]2CCCC[C@H]2O)CCC1=O,-1.9,-7.9,-9.7
CCn1c(CC2CCN(C(=O)c3cc(C(C)C)nn3C)CC2)n[nH]c1=O,.,-13.4,-8.1
CCCCC(=O)N1CCN(c2cc(Cl)nc(SCC(=O)NCCc3ccccn3)n2)CC1C (stereo not given),14.2,-5.7,-3.8
CC1CCC(NC(=O)c2cc(Br)cnc2N2CCCCC2)CC1 (stereo not given),-0.8,1.1,4.6
Cc1noc(-c2ccccc2)c1NC(=O)Nc1cccc2[nH]c(COCCO)nc12,15.3,-4.5,-5.6
CCn1cc(NC(=O)NCc2ccccc2OC)cn1,-0.6,-17.6,-11.0

# Of the compounds above, 5 have two or more sulfur atoms:
SMILES,NPYLR7 agonist,mcGAS lum,hcGAS inh
CC(=O)Nc1ccc(SCC(=O)N2CCN(C(=O)c3cccs3)CC2)cc1,5.5,.,-8.7
Cc1cc(NS(=O)(=O)c2ccc(Br)s2)no1,6.0,.,11.9
CN(C)C(=O)c1cccc(NS(=O)(=O)c2ccc(Cl)s2)n1,-17.4,.,-8.5
CC(C)CN(C(=S)NCCc1ccccc1)C1CCS(=O)(=O)C1 (stereo not given),5.3,.,-3.8
CNc1snc(C)c1C(=O)N1CCN(Cc2cccs2)CC1,6.0,-7.2,-6.4

# Remaining list, next part
SMILES,NPYLR7 agonist,mcGAS lum,hcGAS inh
COC(=O)c1cc2n(n1)CCN(Cc1cnn(-c3ccccc3)c1C)C2,-5.8,-12.4,-4.6
COc1nn(C)cc1C(=O)N1CCCCC1,2.4,.,-7.0
NC(=O)C1CCN(c2ccc3cc(Br)ccc3n2)C1 (stereo not given),-5.0,.,-9.1
O=C(Cc1ccccc1)NC(CCC(=O)OCc1ccccc1)C(=O)NCc1ccccc1 (stereo not given),-1.7,.,-6.5
O=C(NCC12CC3CC(CC(C3)C1)C2)C1CCCC1,1.2,.,3.5
Cc1nnc(-c2cc3ccccc3n2Cc2cccc3ccccc23)o1,-10.8,-7.5,-1.8
COc1ccc2c(C)c(C(=O)O)oc2c1C,-3.8,.,-8.2
Cc1noc2nc(C3CC3)cc(C(=O)N3CCCC(N(C)C)CC3)c12 (stereo not given),4.1,-12.5,-7.8
Cc1n[nH]c(C)c1Sc1n[nH]c(=O)[nH]c1=O,5.8,.,-2.1
CCCCCCc1ccc(C(=O)NCc2nnc(SCc3cccc(OC)c3)n2-c2ccc(Cl)cc2Cl)cc1,-1.2,-6.0,-3.9
CCOC(=O)c1cnc(-c2ccccc2)nc1NCCCN1CCOCC1,-6.6,-8.1,-6.8
Cc1ccc(S(=O)(=O)NCc2ccc(C(=O)O)cc2)s1,2.6,.,4.9
COc1ccccc1N1CCN(C(=O)Cn2ccn3nc(-c4ccc(C)cc4)cc3c2=O)CC1,6.1,-8.7,-8.0
CN(C(=O)CC(C)(C)C)c1nc(CNC(=O)CC(C)(C)C)cs1,-1.8,.,5.1

# Compound activity (PubChem BioAssay)
